Screening results as filed in PubChem.
aGlu spleen mod = inhibitors or activators of human alpha-glucosidase in spleen homogenate | 0.006% of 240,000 active | P10253 | Potency, µM (series often up to 79.9 µM), without a hit: top-dose activity change, negative = inhibition, actives largely listed as inhibitors | human spleen homogenate, 4-MU-alpha-glucoside fluorescence;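 note: 0% = enzyme with vehicle and -100% = no enzyme basal signal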
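Compounds were titrated against alpha-glucosidase in spleen homogenate at pH 5.0, with 1 mM 4-methylumbelliferyl substrate for 40 min at 37 C. Reactions were quenched with pH 10 NaOH/glycine and fluorescence measured.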
GLA spleen mod = alpha-galactosidase A (human) modulation; AID 2107; Potency, µM (doses to about 80 µM), for the others: at the highest dose activity change, negative = inhibition, hits mostly inhibitors; human spleen homogenate, 4MU-alpha-Gal fluorescence, 40 min; 0.008% of 240,000 active;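 note: 0% = enzyme with vehicle and -100% = no enzyme basal signal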
Target sequence (P06280 32-429 limits assumed): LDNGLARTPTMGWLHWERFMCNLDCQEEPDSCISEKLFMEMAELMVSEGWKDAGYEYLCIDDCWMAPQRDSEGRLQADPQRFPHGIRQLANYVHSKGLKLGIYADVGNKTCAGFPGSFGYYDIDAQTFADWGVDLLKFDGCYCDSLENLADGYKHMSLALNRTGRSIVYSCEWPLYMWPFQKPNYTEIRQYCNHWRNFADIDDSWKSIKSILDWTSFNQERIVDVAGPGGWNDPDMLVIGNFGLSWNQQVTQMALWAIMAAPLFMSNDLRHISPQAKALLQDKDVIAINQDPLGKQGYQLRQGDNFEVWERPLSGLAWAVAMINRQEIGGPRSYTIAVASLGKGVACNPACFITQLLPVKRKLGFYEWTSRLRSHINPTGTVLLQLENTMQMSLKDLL
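Fluorogenic readout (Ex 365/Em 440 nm) of 4-methylumbelliferone released from 1 mM 4-MU-alpha-galactoside by spleen homogenate, 40 min at 37C, pH 5.0. Data normalized to no-enzyme and enzyme controls; Hill-equation AC50 from compound titrations.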
NPSR antag = blocks cAMP signaling of the human neuropeptide S receptor | Q6W5P4 | CHO-NPSR cells, cAMP TR-FRET, antagonist mode | Potency, µM (titrated, usually from 38.3 µM), inactives show at the highest dose activity change, negative = inhibition, hits mostly inhibitors | 1% of 220,000 active | AID 1461; note: % is set by controls: 0 for no effect and ±100 for the full control effect; nearly all actives have a fitted effect of over 50% in size; many of its hits are not listed in these tables
Target sequence (Q6W5P4 whole entry, looked up): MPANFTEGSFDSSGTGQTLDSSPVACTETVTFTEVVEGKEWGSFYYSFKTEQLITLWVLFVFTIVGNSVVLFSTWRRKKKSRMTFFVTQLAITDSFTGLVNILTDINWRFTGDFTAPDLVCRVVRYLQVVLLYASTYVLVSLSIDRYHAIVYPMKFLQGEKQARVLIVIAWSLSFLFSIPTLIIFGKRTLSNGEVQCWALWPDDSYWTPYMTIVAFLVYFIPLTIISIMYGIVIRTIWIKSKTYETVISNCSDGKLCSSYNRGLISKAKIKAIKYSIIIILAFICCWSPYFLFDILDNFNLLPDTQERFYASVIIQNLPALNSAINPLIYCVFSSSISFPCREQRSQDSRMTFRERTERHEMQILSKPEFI
GAA inh = inhibitors of human lysosomal alpha-glucosidase. purified human GAA, 4-MU-alpha-glucoside fluorescence. P10253. 0.005% of 200,000 active. AID 1466. Potency, µM (highest dose often 76.9 µM), inactives show at the top dose activity change, negative = inhibition, usual class: inhibitors;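 note: plate controls were uninhibited enzyme wells for no effect and no-enzyme background for full effect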
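AC50 values come from Hill fits of compound titrations (up to 77 uM) against 4 nM human enzyme. Substrate 4-methylumbelliferyl-alpha-D-pyranoside at 400 uM, pH 5.0 citrate buffer, 20 min room temperature; fluorescence Ex 365/Em 440 after alkaline stop.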
Epigenetic derep = epigenetic control regulation, reporter derepression. murine LDR cells, GFP reporter derepression, 30 h. Potency, µM (titrated, usually from 53.9 µM), for inactives: at the highest dose GFP activation, usual class: activators. 0.2% of 280,000 active; note: % of control where 0% means no effect; nearly all actives have a fitted effect of over 60% in size
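Murine LDR cells carrying a silenced, genomically integrated CMV-driven GFP reporter were exposed to compound for 30 hours at 37 C. After PBS washes, GFP-positive cells (20–120 um objects) were counted by laser-scanning microplate cytometry.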
GAA glycogen mod = alters human alpha-glucosidase cleavage of glycogen; Potency, µM (highest dose often 76.4 µM), without a hit: top-dose activity change, negative = inhibition, most hits filed as inhibitors; recombinant GAA, glycogen substrate, Amplex Red glucose oxidase fluorescence; 0.38% of 300,000 active; P10253;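 note: 0% = full enzyme reaction and -100% = no-enzyme basal signal; the screen sought inhibitors and activators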
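Recombinant human alpha-glucosidase (4 nM final) hydrolysed bovine liver glycogen (30 ug) for 40 min at 37 C in pH 5.0 citrate/phosphate with 0.01% Tween-20. Released glucose detected by glucose oxidase/Amplex Red, Ex 573/Em 610 nm. Compounds up to 77 uM; AC50 from Hill fits.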
ALDH1A1 block = inhibitors of human aldehyde dehydrogenase 1A1. P00352. Purified ALDH1A1, NADH fluorescence, propionaldehyde substrate. Potency, µM (series often up to 75.3 µM), inactives show top-dose activity, negative = inhibition, hits mostly inhibitors. 7.3% of 220,000 active; active = well fitted inhibition curve with a large enough effect, not every such curve was filed as active; inconclusive = small, poorly fitted or top-dose-only effect, or another doubt; inactive = no such curve, though single readings can be large or run the other way;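 note: plate controls were no enzyme wells and a reference inhibitor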
Tau fluor cs = counter-screen for tau fibril formation inhibitors. tau K18 P301L (four-repeat tau fragment) Alexa594 fluorescence, heparin fibrillization. Potency, µM (series often up to 57.7 µM), without a hit: at the highest dose activity change, negative = decrease. 0.93% of 280,000 active. AID 1463; note: % is set by controls: 0 for no effect and ±100 for the full control effect; nearly all actives have a fitted effect of over 55% in size
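Human K18 P301L tau (15 uM unlabeled plus 0.24 uM Alexa 594-labeled, final) in 100 mM sodium acetate pH 7 was mixed with compound and 20 uM heparin and incubated 6 hr at 37 C.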
Numbers without * were called inactive; [ ] = remark or other dose. Unless noted, calls come from the whole dose curve; as a rule, active = well fitted curve in the direction sought with a large enough effect; inconclusive = small, poorly fitted or top-dose-only effect, or another doubt; inactive = no such curve, though single readings can be large; an effect the other way counts as inactive or inconclusive. Potency is the fitted concentration of half-maximal effect. Only part of the results is shown; the hit share may differ from the screen's.

What do the screens show for `COc1cc(C(=O)Nc2cccc(-c3cn4cccnc4n3)c2)cc(OC)c1OC`?
aGlu spleen mod: 26%; GLA spleen mod: inconclusive; NPSR antag: 31%; GAA inh: inconclusive; Epigenetic derep: 10%; GAA glycogen mod: 2%; ALDH1A1 block: inconclusive; Tau fluor cs: -12%

What do the screens show for `O=C(C1CCCO1)N1CCC(c2nc3ccccc3[nH]2)CC1` (stereo unspecified)?
aGlu spleen mod: 0%; GLA spleen mod: 4%; NPSR antag: -4%[46.1 µM]; GAA inh: -1%; Epigenetic derep: -1.0%; GAA glycogen mod: 2%; ALDH1A1 block: -10%; Tau fluor cs: -2%

What do the screens show for `CCS(=O)(=O)N1CCN(c2ccc(Cl)cc2[N+](=O)[O-])CC1`?
aGlu spleen mod: 2%; GLA spleen mod: 6%; NPSR antag: -12%; GAA inh: -5%; Epigenetic derep: 1.1%; GAA glycogen mod: -7%; ALDH1A1 block: 0%; Tau fluor cs: -11%

How did NCCC[C@@H](CC(=O)N[C@@H]1CCNC[C@H]1C(=O)N[C@H](CC(=O)N[C@@H](CCC(=O)O)CC(=O)O)Cc1c[nH]c2ccccc12)NC(=O)C[C@H](Cc1ccccc1)NC(=O)[C@@H]1CCCC[C@H]1N do in these assays?
aGlu spleen mod: -4%; GLA spleen mod: -7%; Epigenetic derep: 1.1%; ALDH1A1 block: -4%; Tau fluor cs: -4%

What do the screens show for `COc1cc(C(=O)NNC(=O)NC2CCCCC2)cc(OC)c1OC`?
aGlu spleen mod: -4%; GLA spleen mod: 1%; NPSR antag: 10%[46.1 µM]; GAA inh: 6%; Epigenetic derep: 6.5%; GAA glycogen mod: 2%; ALDH1A1 block: 6%; Tau fluor cs: -7%

Results for Cc1ccc(-n2c(N)c(C(=O)N3CCOCC3)sc2=S)cc1 ?
aGlu spleen mod: -18%; GLA spleen mod: -22%; NPSR antag: -10%[46.1 µM]; GAA inh: -6%; Epigenetic derep: -13%; GAA glycogen mod: 1%; ALDH1A1 block: 3.2µM*; Tau fluor cs: 5%

Results for O=C(c1ccccn1)N(CC1CCCO1)C1(C(=O)NC2CCCCC2)CCCCC1 (stereo unspecified) ?
aGlu spleen mod: 2%; GLA spleen mod: 11%; NPSR antag: -9%[46.1 µM]; GAA inh: -14%; Epigenetic derep: -0.3%; GAA glycogen mod: 3%; ALDH1A1 block: 5%; Tau fluor cs: -18%

What do the screens show for `COc1ccc(C(C)(C)C)cc1NC(=O)COC(=O)C(C)C`?
aGlu spleen mod: 7%; GLA spleen mod: 3%; NPSR antag: 7%; GAA inh: -2%; Epigenetic derep: 0.0%; GAA glycogen mod: 5%; ALDH1A1 block: 1%; Tau fluor cs: -6%

What do the screens show for `Cc1ccc(S(=O)(=O)N2CCOCC2)cc1C(=O)O`?
aGlu spleen mod: 2%; GLA spleen mod: -6%; NPSR antag: 6%[46.1 µM]; GAA inh: 3%; Epigenetic derep: -2.5%; GAA glycogen mod: 15%; ALDH1A1 block: 9%; Tau fluor cs: -2%

How did CCc1c(C)[nH]c2c1C(=O)C(CN1CCOCC1)CC2 (stereo unspecified) do in these assays?
aGlu spleen mod: -10%; GLA spleen mod: -1%; NPSR antag: 2%[46.1 µM]; Epigenetic derep: -0.2%; ALDH1A1 block: 8%; Tau fluor cs: -10%

Results for COc1nc(OC)nc(N2CCC(C(=O)NCc3ccc(F)cc3)CC2)n1 ?
aGlu spleen mod: 2%; GLA spleen mod: -3%; NPSR antag: -5%[46.1 µM]; GAA inh: -2%; Epigenetic derep: -1.1%; GAA glycogen mod: -2%; ALDH1A1 block: 2%; Tau fluor cs: -6%

How did COc1ccc(S(=O)(=O)CCc2nc3ccccc3s2)cc1 do in these assays?
aGlu spleen mod: 7%; GLA spleen mod: 11%; NPSR antag: -3%[46.1 µM]; GAA inh: -8%; Epigenetic derep: 6.3%; GAA glycogen mod: -6%; ALDH1A1 block: 4%; Tau fluor cs: -4%

What do the screens show for `S=c1[nH]nc(CSc2nc3ccccc3s2)n1Cc1ccccc1`?
aGlu spleen mod: -3%; GLA spleen mod: 23%; NPSR antag: -14%[46.1 µM]; GAA inh: -8%; Epigenetic derep: 1.0%; GAA glycogen mod: -30%; ALDH1A1 block: inconclusive; Tau fluor cs: -19%

Results for Cc1cc(C)n(C(=O)c2cc(F)c(F)cc2C)n1 ?
aGlu spleen mod: 0%; GLA spleen mod: -4%; NPSR antag: -1%; GAA inh: 3%; Epigenetic derep: -1.1%; GAA glycogen mod: 13%; ALDH1A1 block: 1%; Tau fluor cs: -17%

How did O=C1COc2ccc(C(=O)COC(=O)CNC(=O)c3ccco3)cc2N1 do in these assays?
aGlu spleen mod: 9%; GLA spleen mod: 6%; NPSR antag: 5%; GAA inh: -5%; Epigenetic derep: -3.8%; GAA glycogen mod: 0%; ALDH1A1 block: -2%; Tau fluor cs: 2%

What do the screens show for `Cc1cccnc1N(C(=O)Nc1cccc(Cl)c1)C1=NCC(C)(C)S1`?
aGlu spleen mod: 8%; GLA spleen mod: 10%; NPSR antag: -7%; GAA inh: 1%; Epigenetic derep: 0.2%; GAA glycogen mod: 1%; ALDH1A1 block: 15%; Tau fluor cs: -16%

What do the screens show for `NC(=S)Nc1cccc(O)c1`?
aGlu spleen mod: 0%; GLA spleen mod: -3%; NPSR antag: 8%; Epigenetic derep: 1.6%; GAA glycogen mod: -9%; Tau fluor cs: 9%

Results for CCN(C(=O)COC(=O)/C=C/c1nc2ccccc2s1)C1CCS(=O)(=O)C1 (stereo unspecified) ?
aGlu spleen mod: 2%; GLA spleen mod: -2%; NPSR antag: 13%; GAA inh: -5%; Epigenetic derep: -1.6%; GAA glycogen mod: 2%; ALDH1A1 block: -12%; Tau fluor cs: -1%

Results for O=C(COC(=O)[C@@H]1CCCN1S(=O)(=O)c1ccccc1F)c1ccccc1 ?
aGlu spleen mod: 3%; GLA spleen mod: -4%; NPSR antag: -5%; GAA inh: -10%; Epigenetic derep: 0.8%; GAA glycogen mod: 7%; ALDH1A1 block: 0%; Tau fluor cs: -8%

What do the screens show for `NC(=O)CC(NC(=O)c1ccc(Br)cc1)c1ccc(NCCc2ccc(F)cc2)c([N+](=O)[O-])c1` (stereo unspecified)?
aGlu spleen mod: 1%; GLA spleen mod: -6%; NPSR antag: -39%; Epigenetic derep: inconclusive; GAA glycogen mod: 0%; Tau fluor cs: -24%

The list goes on, overlapping the part above by 2 compounds.
Results for O=C(COC(=O)[C@@H]1CCCN1S(=O)(=O)c1ccccc1F)c1ccccc1 ?
aGlu spleen mod: 3%; GLA spleen mod: -4%; NPSR antag: -5%; GAA inh: -10%; Epigenetic derep: 0.8%; GAA glycogen mod: 7%; ALDH1A1 block: 0%; Tau fluor cs: -8%

What do the screens show for `NC(=O)CC(NC(=O)c1ccc(Br)cc1)c1ccc(NCCc2ccc(F)cc2)c([N+](=O)[O-])c1` (stereo unspecified)?
aGlu spleen mod: 1%; GLA spleen mod: -6%; NPSR antag: -39%; Epigenetic derep: inconclusive; GAA glycogen mod: 0%; Tau fluor cs: -24%

What do the screens show for `O=C(c1ccc(S(=O)(=O)N2CCOCC2)cc1)N1CCCc2ccccc21`?
aGlu spleen mod: 3%; GLA spleen mod: 9%; NPSR antag: -8%[46.1 µM]; GAA inh: inconclusive; Epigenetic derep: 0.0%; GAA glycogen mod: 4%; ALDH1A1 block: -13%; Tau fluor cs: -8%

How did c1ccc(Oc2ncnc3oc(-c4ccccc4)cc23)cc1 do in these assays?
aGlu spleen mod: 4%; GLA spleen mod: 6%; NPSR antag: -1%[46.1 µM]; GAA inh: 3%; Epigenetic derep: -1.1%; GAA glycogen mod: 8%; ALDH1A1 block: 3%; Tau fluor cs: -2%

What do the screens show for `COc1cccc(OCCCN2CCCCC2)c1`?
aGlu spleen mod: -6%; GLA spleen mod: -8%; NPSR antag: -2%[46.1 µM]; GAA inh: -4%; Epigenetic derep: -3.1%; GAA glycogen mod: -6%; ALDH1A1 block: 5%; Tau fluor cs: 4%

What do the screens show for `O=C(O)CC1(CC(=O)Nc2ccc3sccc3c2)CCCCC1`?
aGlu spleen mod: -4%; GLA spleen mod: 10%; NPSR antag: 5%[7.67 µM]; Epigenetic derep: -0.4%; GAA glycogen mod: 7%; Tau fluor cs: -10%

How did CCN(CC)CCN(C)C(=O)CCc1nnc(-c2ccc(C)s2)o1 do in these assays?
aGlu spleen mod: 0%; GLA spleen mod: -10%; NPSR antag: -38%; GAA inh: 6%; Epigenetic derep: 9.8%; GAA glycogen mod: 4%; ALDH1A1 block: -92%; Tau fluor cs: -3%

What do the screens show for `CC(C)c1ccc(NC(=O)COc2ccc(S(=O)(=O)N3CCOCC3)cc2)cc1`?
aGlu spleen mod: 4%; GLA spleen mod: 7%; NPSR antag: -5%[46.1 µM]; GAA inh: -9%; Epigenetic derep: 2.6%; GAA glycogen mod: 1%; ALDH1A1 block: inconclusive; Tau fluor cs: -8%

How did Cc1ccc(C(=O)OCc2ccc3c(c2)OCO3)cc1S(=O)(=O)N1CCCCC1 do in these assays?
aGlu spleen mod: -11%; GLA spleen mod: -7%; NPSR antag: -21%[46.1 µM]; GAA inh: -14%; Epigenetic derep: -1.0%; GAA glycogen mod: 1%; ALDH1A1 block: -9%; Tau fluor cs: -29%

Results for Cc1ccc2c(c1)c(C)c(C)n2CC(O)CN1CCOCC1 (stereo unspecified) ?
aGlu spleen mod: -13%; GLA spleen mod: -16%; NPSR antag: 1%; GAA inh: -8%; Epigenetic derep: -1.0%; GAA glycogen mod: 3%; ALDH1A1 block: -1%; Tau fluor cs: 0%

What do the screens show for `CC1(C(=O)Oc2ccccc2)Cc2ccccc2C(=O)O1` (stereo unspecified)?
aGlu spleen mod: 1%; GLA spleen mod: -14%; NPSR antag: -5%; GAA inh: 0%; Epigenetic derep: -1.1%; GAA glycogen mod: 2%; ALDH1A1 block: 9%; Tau fluor cs: -5%

How did CCN(CC)Cc1nc2c(c(=O)[nH]1)C1(CCCC1)Cc1ccccc1-2 do in these assays?
aGlu spleen mod: -3%; GLA spleen mod: -4%; NPSR antag: 22%[46.1 µM]; GAA inh: -2%; Epigenetic derep: -2.2%; GAA glycogen mod: 6%; ALDH1A1 block: inconclusive; Tau fluor cs: -1%
